SRC3 TRFRET art: TR-FRET artefact, counter-screen to PPARgamma/SRC-3 agonist assay | PPARgamma/SRC-3 format; hits give high values | TR-FRET ratio at 8 µM | 99,000 compounds, 0.39% hits | AID 1048; in the data active = TR-FRET ratio above about 2000; note: inactives centre near 1600; reference of the scale not given here
SRC1 TRFRET art: TR-FRET artefact, counter-screen to PPARgamma/SRC-1 agonist assay. TR-FRET ratio at 8 µM. 99,000 compounds, 0.34% hits. AID 1051. TR-FRET detection artefact counter-screen, emission ratio; hits give high values; in the data active = TR-FRET ratio above about 2300; note: inactives centre near 1800; reference of the scale not given here
* marks the source's active call; other numbers are inactive results.

nr	Structure	SRC3 TRFRET art	SRC1 TRFRET art
1	Cc1c(C(=O)O)sc2nc(CSc3nnc(-c4ccc(F)cc4)n3C)[nH]c(=O)c12	1711	1701
2	O=C(c1c(F)cccc1F)N1CCC(n2nnc3cc(C(F)(F)F)ccc32)CC1	1616	1777
3	CCC1=NC(c2ccc(OC)c(OC)c2)N(O)C1(C)C (stereo not drawn)	1729	1833
4	COc1ccccc1CC(=O)NNC(=O)c1cccs1	1493	1760
5	CCCN(CCC)C(=O)Cn1c(=O)n(CCCCCC(=O)Nc2ccccc2)c(=O)c2sccc21	1683	1789
6	Cc1ccc(-n2nc(C)c(NC(=O)CCl)c2C)cc1C	1295	1758
7	CCC(C)NC(=S)Nc1ccc(C(=O)OC)cc1 (stereo not drawn)	1457	1725
8	Cc1nc2ccc(NC(=O)N(C)c3ccccc3)cc2s1	1562	1742
9	Cc1nc(CNC(=O)c2cc(COc3ccc(F)cc3Cl)on2)cs1	1701	1798
10	CN(C)S(=O)(=O)N1CCN(c2ccc([N+](=O)[O-])c(NC3CC3)c2)CC1	1523	1838

Retrieved one by one from the entries so far, 2 records:
nr	Structure	SRC3 TRFRET art	SRC1 TRFRET art
8	Cc1nc2ccc(NC(=O)N(C)c3ccccc3)cc2s1	1562	1742
7	CCC(C)NC(=S)Nc1ccc(C(=O)OC)cc1 (stereo not drawn)	1457	1725

(continued)
nr	Structure	SRC3 TRFRET art	SRC1 TRFRET art
11	O=C(O)CSc1nnc(COc2cccc3cccnc23)n1-c1cccc(C(F)(F)F)c1	1626	1869
12	C=CCc1cc(C)ccc1OCCCC(C(=O)OCC)C(=O)OCC	1451	1748
13	O=S(=O)(NC1=NCCCCC1)c1ccc2ccccc2c1	1574	1959
14	COc1ccc(CNC(=O)CN(C(=O)CCC(=O)Nc2ccccn2)c2cccc(C)c2)cc1	1520	1944
15	COC(=O)c1c(NC(=O)COC(=O)CNC(=O)c2ccco2)sc(C)c1C	1514	1620
16	O=c1c(N2CCOCC2)nsnc1N1CCOCC1	1682	1876
17	Cc1ccc(S(=O)(=O)N2CCC(=O)N(CCOCc3cccc(F)c3)CC2)cc1	1472	1815
18	CCc1ccc(NC(=O)c2ccccc2SC)cc1	1497	1709
19	Fc1ccccc1-n1cc(-c2ccccc2)[nH]c1=S	1549	2198
20	O=C(CSc1ncn[nH]1)N1CCOCC1	1497	1889
21	COc1ccc(C(=O)NC(NC(=O)c2ccc(OC)cc2)c2ccccc2F)cc1	1617	1768
22	CC(C)c1cccc(C(C)C)c1NC(=O)Cn1c(=O)cnc2ccccc21	1507	1922
23	CC(C)CC1=NN2C(=N)/C(=C\c3coc4ccccc4c3=O)C(=O)N=C2S1	1639	2179
24	COc1ccc(N=Cc2cccc(C)c2O)cc1Cl	1766	1873
25	CC(C)=CCCC1=CCC(/C=N/NC(N)=O)C(C)C1 (stereo not drawn)	1644	1788
26	CCOC(=O)c1ccc(N2C(=O)C3C(/C=C/c4ccccc4)OC4(C(=O)c5ccccc5C4=O)C3C2=O)cc1 (stereo not drawn)	1523	1615
27	CCOC(=O)c1ccc(NC(=O)CSc2nc3sc(C(=O)O)c(C)c3c(=O)[nH]2)cc1	1491	1683
28	COc1ccc(OC)c2[nH]c(=O)c(CCNC(=O)c3cccs3)cc12	1744	2006
29	CCN(CC)S(=O)(=O)c1ccc(OC)c(NC(=O)CSc2cc(Cl)ccc2Cl)c1	1511	1845
30	O=c1[nH]c2ccccc2nc1/C=C/c1ccccc1	1313	1613
31	O=C(NCc1nc2ccccc2[nH]1)C1=C[C@H](c2ccc3c(c2)OCO3)C[C@H](OCCCCO)O1	1702	1729
32	COc1cccc(NC(=S)N(CCc2ccc(OC)c(OC)c2)Cc2ccccn2)c1	1724	2192
33	Cc1ccc(OCC(O)CN2C(=O)NC(C)(C)C2=O)c(C)c1 (stereo not drawn)	1663	1699
34	O=[N+]([O-])c1cc(/C=N/O)ccc1N1CCCC1	1524	1604
35	O=C(NCc1n[nH]c(=S)n1-c1ccc([N+](=O)[O-])cc1)c1ccc(S(=O)(=O)N2CCOCC2)cc1	1574	1829
36	FC(F)(F)c1ccc(Oc2ccc3cc(Br)ccc3c2)nc1	1722	2080
37	Cc1c(C(=O)O)cccc1-c1ccc(C=O)o1	1669	1646
38	COC(=O)C1=NNC2C(=O)N(c3ccc(C)cc3)C(=O)C12 (stereo not drawn)	1268	1724
39	CCOc1ncccc1C(=O)N(C)CC(=O)Nc1ccc(F)cc1	1339	1667
40	O=C(O)COc1ccc(/C=N/n2cnc3scc(-c4cccs4)c3c2=O)cc1	1624	1718
41	Cc1ccc(NC(=O)N2CCc3ccccc32)cc1C	1631	1999
42	OCC(O)/C=N/Nc1nc2ccccc2s1 (stereo not drawn)	1709	1766
43	CCOC(=O)CC1C(=O)NCCN1C1CCCC1 (stereo not drawn)	1460	1901
44	O=C(Nc1ccc(Br)cc1)c1ccc(F)c(S(=O)(=O)NCc2cccs2)c1	1685	1854
45	Cc1ccnc(SCc2ccc([N+](=O)[O-])cc2)n1	1621	1694
46	CC(=O)c1ccc(Oc2ncnc3sccc23)cc1	1676	1762
47	CCc1nc(CN2CCCC(C(=O)c3ccc4c5c(cccc35)CC4)C2)c(C)[nH]1 (stereo not drawn)	1655	1857
48	OCCC1CN(Cc2nc(-c3ccc(F)cc3)cs2)CCN1CCc1ccccc1 (stereo not drawn)	1383	1690
49	COc1ccc(C(=O)N2CCN(c3ccccc3OC)CC2)cc1	1598	1667
50	CCOc1ccc(C(=S)N2CCN(C)CC2)cc1	1608	2004
51	OC(COCC(F)(F)C(F)(F)C(F)(F)C(F)F)Cn1c2ccc(Cl)cc2c2cc(Cl)ccc21 (stereo not drawn)	1685	2029
52	Cc1cc(NC(=NC2CC2)c2ccccc2)n(-c2ccccc2)n1	1446	1556
53	CCO[C@@H]1OC(C(=O)N2CCN(Cc3ccccc3)CC2)=C[C@H](c2ccc(C(F)(F)F)cc2)[C@H]1CCCO	1395	1687
54	S=c1[nH]nc(C2CCCCC2)n1/N=C/C(Cl)=C\c1ccccc1	1690	1978
55	CCOc1ccc(N2C(=O)/C(=C\c3ccc(O)c(OC)c3)S(=O)(=O)C2c2cccc([N+](=O)[O-])c2)cc1 (stereo not drawn)	1692	1940
56	Clc1nssc1=Nc1ccc(Br)cc1	1730	1988
57	Cc1nn(-c2ccccc2)c(N)c1C(c1ccc(C(C)C)cc1)c1c(C)nn(-c2ccccc2)c1N	1685	1862
58	COc1ccc(NC(=O)CC2C(=O)N(c3ccc(Cl)cc3)C(=S)N2CCc2ccccn2)cc1 (stereo not drawn)	1769	1554
59	COc1ccc2nc(N/C(=N/S(=O)(=O)c3cccs3)c3ccccc3Cl)sc2c1	1630	2031
60	O=C(/C=C/Nc1ccccc1)C(F)(F)F	1541	1543

(cont.)
nr	Structure	SRC3 TRFRET art	SRC1 TRFRET art
61	O=c1c2ccccc2ncn1Cc1ccc(Cl)cc1	1655	1593
62	O=C(Nc1ccc(N2CCCC2)c(Cl)c1)c1cccc(-c2cc3ccccc3oc2=O)c1	1459	1701
63	Cc1csc(NC(=O)[C@@H]2CCCN2C(=O)c2cccs2)n1	1789	1922
64	O=C(Nc1ncc(Cc2cccc(C(F)(F)F)c2)s1)c1ccc(-c2cccc([N+](=O)[O-])c2)o1	1683	1897
65	Cc1nn(C)c(C)c1NS(=O)(=O)c1ccc(N2CCCC2=O)cc1	1511	1551
66	C=CCSc1nccc(=O)[nH]1	1616	1712
67	Cc1cc(C(C)(C)C)oc1C(=O)Nc1ccc(CC(=O)O)cc1	1451	1819
68	CCOC(=O)C1=C(c2ccccc2)NC(=O)NC1c1ccc(OC)c(OC)c1 (stereo not drawn)	1663	2114
69	CCOC(=O)c1c(CN(C)C)n(-c2ccc(C)cc2)c2cc(Br)c(O)cc12	1612	1728
70	O=C(Nc1ccccc1N1CCOCC1)c1ccc(S(=O)(=O)NCc2ccco2)cc1	1555	1531
71	Cc1nc2nc[nH]n2c(=O)c1NS(=O)(=O)c1ccc([N+](=O)[O-])cc1	1550	1830
72	CC1CN(C(=O)COC(=O)c2ccc(N(C)C)cc2)CC(C)O1 (stereo not drawn)	1755	1880
73	CCC(C)c1ccc(S(=O)(=O)N2CCN(C(C)CC(=O)O)CC2)cc1 (stereo not drawn)	1533	1818
74	O=S(=O)(NC1CCCCC1)c1ccc(Br)cc1	1665	1642
75	C/C(CC(=O)Nc1cc(C)ccn1)=N\NC(=O)c1ccccc1C	1468	1811
76	Cc1ccc(CC(=O)Nc2ncc([N+](=O)[O-])s2)cc1	1488	1884
77	O=C(c1cccc2c1-c1ccccc1/C2=N/O)N1CCCCC1	1400	1491
78	Cc1[nH]c2ccccc2c1-c1nc(-c2ccc(Cl)cc2)nnc1-c1ccccc1	1576	2100
79	Brc1ccc2nc(-c3ccncc3)c(NC3CCCC3)n2c1	1502	1704
80	COC(=O)c1sc2nc(SCc3cccc(F)c3)n(N)c(=O)c2c1C	1745	1906
81	N#CC(C#N)=NNc1ccc(S(=O)(=O)N2CCCCC2)cc1	1555	1958
82	Fc1ccc(NC(=S)Nc2cccc(Cl)c2)cc1	1546	1975
83	Cc1ccc(S(=O)(=O)N2CCC(C(=O)NCCc3ccccn3)CC2)cc1	1448	1714
84	O=c1[nH]c2ccccc2cc1-c1nnn(-c2ccc(F)cc2)n1	1510	1888
85	CC(C)(C)C(=O)Nc1cc(NC(=O)C(C)(C)C)cc(C(=O)Nc2cc(C(=O)O)cc(C(=O)O)c2)c1	1490	1823
86	CCOC(=O)c1ccc(NC(=S)N(CCN2CCCCCC2)Cc2ccco2)cc1	1624	2103
87	c1ccc(Cn2ccnc2-c2ccco2)cc1	1412	1968
88	Nc1nc(-c2cccc(F)c2)cs1	1610	2055
89	COc1ccc(CCNC(=O)CSc2nn(-c3ccccc3)c(=S)s2)cc1OC	1526	1757
90	COc1ccc(-n2c(C)c(C(C)=O)c3cc(OCC(N)=O)ccc32)cc1	1594	1652

Structural class: the compounds so far containing a CF3 group
nr	Structure	SRC3 TRFRET art	SRC1 TRFRET art
2	O=C(c1c(F)cccc1F)N1CCC(n2nnc3cc(C(F)(F)F)ccc32)CC1	1616	1777
11	O=C(O)CSc1nnc(COc2cccc3cccnc23)n1-c1cccc(C(F)(F)F)c1	1626	1869
36	FC(F)(F)c1ccc(Oc2ccc3cc(Br)ccc3c2)nc1	1722	2080
53	CCO[C@@H]1OC(C(=O)N2CCN(Cc3ccccc3)CC2)=C[C@H](c2ccc(C(F)(F)F)cc2)[C@H]1CCCO	1395	1687
60	O=C(/C=C/Nc1ccccc1)C(F)(F)F	1541	1543
64	O=C(Nc1ncc(Cc2cccc(C(F)(F)F)c2)s1)c1ccc(-c2cccc([N+](=O)[O-])c2)o1	1683	1897

The results go on:
nr	Structure	SRC3 TRFRET art	SRC1 TRFRET art
91	COc1ccc(Cn2c(=O)[nH]c3cc(C(=O)Nc4ccc(N5CCN(C)CC5)cc4)ccc32)cc1	1531	1616
92	NC(=O)CCN1CCN(CCOC2Cc3cc(Cl)ccc3Sc3ccccc32)CC1 (stereo not drawn)	1651	2133
93	O/N=C1\CCCc2ccccc21	1678	1534
94	COc1ccccc1/C=N/NC(=O)c1[nH]c(C)c(C(=O)N/N=C/c2ccccc2OC)c1C	1716	1965
95	Cc1cc(NCCc2ccc(Cl)cc2)n2ncnc2n1	1518	1564
96	CCCC1/C(=N/O)CC(c2ccccc2)NC1c1ccccc1 (stereo not drawn)	1669	1759
97	CC12CCC(C(=O)NCCc3ccccc3)(OC1=O)C2(C)C (stereo not drawn)	1706	1589
98	Cc1nc2ccccc2nc(C)c1=NOCc1ccc(C#N)cc1	1689	1756
99	CNC(=O)c1cccnc1Nc1cccc(C(F)(F)F)c1	1568	1797
100	O=C(Nc1ccccc1Cc1ccccc1)c1oc2ccccc2c1COc1ccccc1	1561	1984
101	COc1cccc(C2c3c(oc4ccccc4c3=O)C(=O)N2CCCN2CCOCC2)c1 (stereo not drawn)	1459	1742
102	COc1ccc(OCC(=O)N/N=C/c2ccsc2)cc1	1543	1636
103	CCn1c(C(=O)NCCCN2CCc3ccccc3C2)cc2sccc21	1498	1743
104	COc1ccccc1CNC(=O)c1cccc(S(=O)(=O)N2CCN(C)CC2)c1	1535	1588
105	N#Cc1ccc(N2CCN(C(=O)c3cccc(F)c3)CC2)c(F)c1	1904	1877
106	O=C(COC(=O)CNC(=O)c1ccccc1F)Nc1ccc2c(c1)OCCO2	1678	1937
107	COc1ccc(N2CCC(CNC(=O)Nc3ccc(Cl)cc3)C2)cc1 (stereo not drawn)	1791	1942
108	COC(=O)c1cccc(-n2c(C)cc(C=O)c2C)c1	1890	1864
109	COc1ccc(N2CC(C(=O)OC(C)C(=O)c3ccccc3)CC2=O)cc1 (stereo not drawn)	1493	1496
110	CN1CCN(C(=O)/C(=C\c2ccc3c(c2)OCO3)NC(=O)c2cccs2)CC1	1681	1703
111	Cc1ccc(NC(=S)N(Cc2cccs2)Cc2cc3cc(C)ccc3[nH]c2=O)cc1	1702	1738
112	O=C(NCc1ccccc1)C(=O)NCC1OCCN1S(=O)(=O)c1ccc([N+](=O)[O-])cc1 (stereo not drawn)	1440	1811
113	Oc1ccccc1C=NC(c1ccccc1)C(O)c1ccccc1 (stereo not drawn)	1318	1801

Source: PubChem (The Scripps Research Institute Molecular Screening Center)

The list is partial; count on the stated rates, not on these rows.
